# D2 antagonist = antagonizes the human D2 dopamine receptor | P14416 | HEK293 TREx D2 cells, calcium flux, dopamine EC80 | inhibition, % at 10 µM | hit rate 2% among 340,000 | AID 485344; in the data active means inhibition above about 30%; further: 0% is about no effect
#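 HEK293 T-REx D2 cells, tet-induced, calcium dye no-wash. Cpd pintool add, 180 s kinetic, then EC80 DA, 180 s kinetic. Ca flux read.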
# TrxR1 substrate = is turned over as a substrate by rat TrxR1. O89049. purified TrxR1 substrate turnover, NADPH consumption readout. Potency, µM (top dose mostly 114 µM), inactives show at the top dose activity change, negative = substrate turnover. hit rate 0.01% among 390,000. AID 588456; further: potency means the concentration at half of the fitted maximal effect; on the % scale 0 is the no-effect control and ±100 the full control effect; nearly all actives have a fitted effect of over 50% in size
#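 Rat TrxR1, dispensed at 90 nM, was prereduced with 400 uM NADPH (final) for 5 min at ~22 deg C, then incubated with compound 15 min before 400 uM selenite. A first-read NADPH fluorescence drop versus no-compound background flagged substrates.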
# IDH1 R132H inh = blocks human mutant IDH1 R132H enzyme. O75874. IDH1-R132H enzyme, NADPH consumption, diaphorase/resazurin fluorescence. Potency, µM (series often up to 76.6 µM), for the others: at the top dose activity change, negative = inhibition, usual class: inhibitors. hit rate 0.093% among 390,000; further: potency means the concentration at half of the fitted maximal effect; on the % scale 0 is the no-effect control and ±100 the full control effect; nearly all actives have a fitted effect of over 65% in size
#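 IDH1-R132H (0.5 ug/mL) preincubated 30 min with compound, then NADPH (0.016 mM) and alpha-KG (2 mM) added; 80 min at RT, pH 7.5. Remaining NADPH coupled via diaphorase/resazurin to fluorescence (540/590 nm); concentration-response curves normalized to no-enzyme control.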
# D2 agonist = agonists of human D2 dopamine receptor. P14416. HEK293 T-REx D2 cells, calcium flux agonist mode. activation, % at 2 µM. hit rate 0.53% among 340,000. AID 485358;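 active means activation over 3 SD above normal in the single-dose calcium agonist read, cut at about 30% in these data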; further: 0% is about no effect
#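 Agonism scored from kinetic calcium signal (1 read/sec, 180 s) following compound pin transfer, after a 10 s baseline. Cells: HEK293 Trex line expressing inducible D2 receptor coupled to calcium, dye-loaded after overnight culture at 30 C.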
# TRHR enhancer = allosteric enhancers of human TRH receptor | P34981 | TRHR cells, fluo-8 calcium fluorescence, EC20 TRH enhancement | enhancement, % at 2 µM | hit rate 0.66% among 360,000; in the data active means enhancement above about 30%; further: 0% is about no effect
#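 TRHR-expressing cells loaded with fluo-8 calcium dye were read kinetically (ex 480/em 530) during compound addition, then stimulated with an EC20 of TRH (10 nM final). Enhancement of the Gq-mediated intracellular calcium response was scored.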
# TRHR agonist = TRH receptor (human) agonism. P34981. TRHR cells, calcium flux fluo-8, FDSS agonist mode. activation, % at 2 µM. hit rate 0.18% among 360,000. AID 493084; in the data active means activation above about 30%; further: 0% is about no effect
#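 Steps: seed TRHR cells overnight; add fluo-8 no-wash Ca dye, RT 30 min–1.5 h; record 10 s baseline; pin-transfer compounds; monitor fluorescence 1 cycle/s for the agonist window. Calcium increases flag candidate agonists.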
# Pin1 inhibitor = inhibitors of human Pin1. hit rate 0.009% among 390,000. Q13526. Potency, µM (doses to about 115 µM), for inactives: top-dose activity, negative = inhibition, hits mostly inhibitors. Pin1 FP peptide displacement, HiFluor488, 10 min; active means well fitted inhibition curve with a large enough effect in the polarisation, with a control signal flat, not every such curve was filed as active; inconclusive means small, poorly fitted or top-dose-only effect, or effect the other way, or a change in a side signal; inactive means no such curve, though single readings can be large or run the other way; the % refers to the polarisation; further: potency means the concentration at half of the fitted maximal effect; on the % scale 0 is the no-effect control and ±100 the full control effect
# Target sequence (Q13526 whole entry, looked up): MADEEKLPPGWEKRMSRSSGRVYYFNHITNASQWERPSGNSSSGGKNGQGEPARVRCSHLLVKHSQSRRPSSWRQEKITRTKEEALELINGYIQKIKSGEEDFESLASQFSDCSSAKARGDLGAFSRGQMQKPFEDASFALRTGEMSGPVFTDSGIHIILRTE
# USP1-UAF1 inh = USP1/UAF1 (human) deubiquitinase inhibition; O94782; recombinant USP1/UAF1, Ub-Rhodamine cleavage fluorescence; Potency, µM (highest dose often 57.1 µM), for inactives: top-dose activity change, negative = inhibition, hits mostly inhibitors; hit rate 0.23% among 390,000; AID 743255; further: potency means the concentration at half of the fitted maximal effect; on the % scale 0 is the no-effect control and ±100 the full control effect; nearly all actives have a fitted effect of over 60% in size; inactives centre near -12
# Target sequence (O94782 whole entry, looked up): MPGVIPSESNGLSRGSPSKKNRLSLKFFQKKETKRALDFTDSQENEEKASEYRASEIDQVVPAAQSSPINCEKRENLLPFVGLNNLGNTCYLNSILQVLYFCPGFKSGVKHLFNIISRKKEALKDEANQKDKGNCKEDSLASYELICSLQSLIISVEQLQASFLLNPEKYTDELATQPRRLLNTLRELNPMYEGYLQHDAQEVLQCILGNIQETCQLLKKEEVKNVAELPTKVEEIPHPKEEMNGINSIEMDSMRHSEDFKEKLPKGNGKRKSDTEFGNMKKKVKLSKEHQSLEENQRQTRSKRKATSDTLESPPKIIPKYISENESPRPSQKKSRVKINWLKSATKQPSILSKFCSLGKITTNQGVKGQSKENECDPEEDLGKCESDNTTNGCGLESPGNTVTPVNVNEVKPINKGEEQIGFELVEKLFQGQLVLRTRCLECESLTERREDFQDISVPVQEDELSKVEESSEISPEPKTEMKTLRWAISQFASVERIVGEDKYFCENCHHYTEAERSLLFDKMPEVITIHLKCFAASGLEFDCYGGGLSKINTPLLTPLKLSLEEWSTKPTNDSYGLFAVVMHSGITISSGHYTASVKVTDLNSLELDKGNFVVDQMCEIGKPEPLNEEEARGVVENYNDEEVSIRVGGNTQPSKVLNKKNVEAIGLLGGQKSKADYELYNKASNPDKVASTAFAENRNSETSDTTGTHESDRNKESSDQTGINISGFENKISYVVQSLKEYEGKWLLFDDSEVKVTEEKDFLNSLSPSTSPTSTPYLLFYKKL
#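 1 nM enzyme complex + cpd, 15 min RT; start with Ub-Rho 150nM final; kinetic fluorescence ex 480/em 540, 6 reads q60 s. Buffer 50mM HEPES pH 7.8, 0.5mM EDTA, 0.1 mg/ml BSA, 1mM TCEP, 0.01% Tween-20.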
# TrxR1 inh = inhibitors of rat thioredoxin reductase 1; recombinant rTrxR1, NADPH fluorescence consumption, selenite substrate; Potency, µM (series often up to 114 µM), without a hit: at the top dose activity change, negative = inhibition, usual class: inhibitors; hit rate 1% among 390,000; further: potency means the concentration at half of the fitted maximal effect; on the % scale 0 is the no-effect control and ±100 the full control effect; nearly all actives have a fitted effect of over 65% in size
#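 Rat TrxR1 (90 nM in the dispensed reagent) was pre-reduced with 400 uM NADPH for 5 min at room temperature, then incubated with compound for 15 min. After 400 uM selenite was added, NADPH fluorescence (Ex 340/Em 450 nm) was followed for 8 min.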
# The depositor's hits bear a star; ? = inconclusive; . = not tested or not shown; [ ] = remark or other dose. Unless noted, the call rests on the fitted dose curve; in most records, active means well fitted inhibition curve with a large enough effect; inconclusive means small, poorly fitted or top-dose-only effect; inactive means no such curve, though single readings can be large or run the other way.
SMILES,D2 antagonist,TrxR1 substrate,IDH1 R132H inh,D2 agonist,TRHR enhancer,TRHR agonist,Pin1 inhibitor,USP1-UAF1 inh,TrxR1 inh
Cc1cc(OCc2cn(CC(=O)c3ccc(O)cc3)nn2)ccc1[N+](=O)[O-],.,-10%,-7%,.,.,.,-5%,-9%,-1%
Cn1c2c(c(=O)n(C)c1=O)C(c1ccc(Br)cc1)C(C#N)=C(N)N2 (stereo not drawn),-9,-1%,5%,1.7,-9,-0.6,-1%,-18%,13%
Cc1cc(C)c(NC(=O)Cn2nnc(-c3nc(-c4ccccc4)no3)c2N)c(C)c1,.,11%,-3%,0.6,1,0.3,0%,3%,39%[activator]
Cc1ccc(-n2nc3ccc(NC(=O)c4ccc5c(c4)OCO5)cc3n2)cc1,9,11%,13%,0.4,-7,-0.2,7%,-13%,22%
COc1cccc(/C=N/NC(=O)c2[nH]nc3c2CCc2ccccc2-3)c1,9,4%[57.1 µM],11%,-0.5,-4,-0.8,31%[activator],?,13%[57.1 µM]
O=c1cc(CN2CCN(c3ccccc3)CC2)c2c(ccc3ccccc32)o1,15,10%[57.1 µM],8%,5.2,4,-0.5,?,-31%,4%[57.1 µM]
O=C(CN1CC(=O)Oc2ccccc21)OCC(=O)c1ccc(F)cc1,-10,7%[57.1 µM],3%,0.6,-3,-1.0,-13%,-14%,-83%
CCc1ccc(C(=O)c2cn(CC(=O)Nc3ccc4c(c3)OCO4)c3ccc(OC)cc3c2=O)cc1,.,-3%,-12%,0.3,2,-0.2,241%[activator],?,8%
C=Cn1c(C(=O)O)ccc1-c1ccc(OC)cc1,-2,12%,10%,0.1,1,-0.5,1%,-8%,7%
Cc1c(C(=O)NCc2cccnc2)oc2ccc(S(=O)(=O)N3CCCCCC3)cc12,-2,7%,-6%,-0.3,1,-0.1,5%,-12%,9%
COCC(=O)Nc1cc(C)cn(Cc2c(F)cccc2Cl)c1=O,11,-6%,-3%,-0.1,-4,-0.4,5%,-19%,-9%
CCc1nc2oc3ccccc3c(=O)c2c(=O)n1Cc1ccccc1,-1,0%,-2%,-0.1,-3,-0.4,-6%,-14%,12%
COc1ccc(-n2c(=S)[nH]c3cc(C(=O)N4CCN(c5ccccc5)CC4)ccc3c2=O)c(OC)c1,-14,-1%,0%,13,7,1.2,-2%,?,-16%
Cc1cc(OCC(=O)NCc2cccnc2)ccc1[N+](=O)[O-],-6,8%[57.1 µM],0%,-0.3,3,0.6,5%,-21%,22%[57.1 µM]
CCc1c(C)sc2c1CCN(Cc1cccc(OC)c1)C2c1ccccc1 (stereo not drawn),.,2%[57.1 µM],-2%,0.2,-1,-0.6,?,-13%,5%[57.1 µM]
CC(C)c1ccc(OCCCCCN2CCOCC2)cc1,5,6%,0%,8.5,7,3.9,5%,-21%,29%
COc1ccc2[nH]c3nc(SCC(=O)Nc4ccc5c(c4)OCO5)nnc3c2c1,3,6%,-1%,-2.8,-1,1.3,-4%,-5%,29%
CC(C)C(=O)Nc1ncc2c(n1)CC(c1cccs1)CC2=O (stereo not drawn),29,9%,1%,-1.2,-6,-0.2,3%,9%,34%
CCOC(=O)C(CC)Sc1ccc2nnc(CCNS(=O)(=O)c3ccccc3)n2n1 (stereo not drawn),-2,5%[57.1 µM],-1%,0.3,-6,-0.2,-3%,-1%,7%
CCc1c(C)sc(NC(=S)Nc2cccnc2)c1C(=O)OC,10,11%[57.1 µM],4%,0.4,0,-0.4,1%,-22%,-46%
C=CCN(c1ccccc1C(=O)NCC(=O)O)S(=O)(=O)c1ccc(C)cc1,-4,8%[57.1 µM],-1%,0.2,-2,0.3,-3%,9%,4%[57.1 µM]
C=CCn1c(=S)[nH]c2nc3c(cc2c1=O)COC(C)(C)C3,11,12%,-2%,-1.4,-4,-0.5,5%,-20%,13%
CCOc1ccc(C(=O)NC(C(=O)NCc2cccnc2)C(C)C)cc1 (stereo not drawn),-14,-4%,-8%,-0.1,-3,0.9,1%,?,-4%
O=C(Nc1cc(-c2nc3cc(Cl)ccc3o2)ccc1Cl)c1cc([N+](=O)[O-])ccc1N1CCOCC1,.,-1%,-9%,0.1,-2,0.2,4%,-18%,28%[11.4 µM]

# Looked up one by one from above, 4 records:
SMILES,D2 antagonist,TrxR1 substrate,IDH1 R132H inh,D2 agonist,TRHR enhancer,TRHR agonist,Pin1 inhibitor,USP1-UAF1 inh,TrxR1 inh
CCOc1ccc(C(=O)NC(C(=O)NCc2cccnc2)C(C)C)cc1 (stereo not drawn),-14,-4%,-8%,-0.1,-3,0.9,1%,?,-4%
O=C(Nc1cc(-c2nc3cc(Cl)ccc3o2)ccc1Cl)c1cc([N+](=O)[O-])ccc1N1CCOCC1,.,-1%,-9%,0.1,-2,0.2,4%,-18%,28%[11.4 µM]
COc1ccc2[nH]c3nc(SCC(=O)Nc4ccc5c(c4)OCO5)nnc3c2c1,3,6%,-1%,-2.8,-1,1.3,-4%,-5%,29%
Cc1cc(OCC(=O)NCc2cccnc2)ccc1[N+](=O)[O-],-6,8%[57.1 µM],0%,-0.3,3,0.6,5%,-21%,22%[57.1 µM]

# Remaining list, next part
SMILES,D2 antagonist,TrxR1 substrate,IDH1 R132H inh,D2 agonist,TRHR enhancer,TRHR agonist,Pin1 inhibitor,USP1-UAF1 inh,TrxR1 inh
O=C(O)C1CSC(c2ccncc2)N1 (stereo not drawn),-17,-6%,-3%,0.5,9,1.0,?,-6%,?
CCOC(=O)/C(=C\c1ccc(C)cc1)NC(=O)c1ccccc1,27,7%,6%,-0.7,1,-0.6,-1%,-24%,23%
C/C(=N\NC(=S)NC1CCCCC1)c1ccc(C)o1,20,-11%,7%,9.1,-5,0.3,-3%,-27%,-18%
COCCN(CCOC)S(=O)(=O)c1ccc(C(=O)Nc2ccc([N+](=O)[O-])cc2OC)cc1,-13,0%,1%,2.5,6,-0.2,0%,?,16%
COC(=O)[C@@H]1[C@@H](C)OC(=O)N[C@H]1c1ccccc1,10,4%,7%,0.0,-5,-0.4,-5%,-24%,3%
CC(C)NC(=O)Nc1ccc2c(c1)C(=O)N([C@H](C)CO)C[C@H](C)[C@@H](CN(C)C(=O)NC1CCCCC1)O2,.,-7%,-9%,.,.,.,1%,-11%,-15%
O=C(CCCCCN1C(=O)CCC1=O)Nc1ccc(Cl)c(C(F)(F)F)c1,4,4%,-2%,-1.6,1,-0.5,2%,-5%,11%
O=[N+]([O-])c1ccc(CCn2ccnc2)cc1,13,2%[57.1 µM],-5%,0.0,0,0.2,2%,-21%,0%[57.1 µM]
O=C(CSc1ccc(S(=O)(=O)N2CCOCC2)cn1)Nc1ccc(OC(F)F)cc1,-19,2%,5%,0.2,-4,-0.1,-8%,-21%,30%
O=[N+]([O-])c1ccc(CSc2nc3ccccc3o2)cc1,1,-4%,4%,0.2,-8,-0.3,2%,1%,7%
COCCn1c(SCC(=O)Nc2ccccc2OC)nnc1-c1ccco1,-3,3%,-1%,0.0,4,0.2,-6%,-17%,-10%
Cc1ccc(Cl)cc1NC(=O)N(C)CCO,9,1%,12%,0.1,-3,-0.8,-5%,-10%,2%[57.1 µM]
NS(=O)(=O)c1ccc(NC(=O)CSc2nc3ccccc3c(=O)n2Cc2ccncc2)cc1,.,2%,-9%,.,.,.,-4%,-18%,21%
O=C(CSc1nc2[nH]ncc2c(=O)[nH]1)Nc1ccc(Cl)cc1,-12,-4%[57.1 µM],-12%,0.0,5,0.2,3%,-5%,-1%[57.1 µM]
Cc1cccc(C)c1NC(=O)c1c(-c2ccccc2)noc1C,2,-5%,1%,-2.4,2,-0.7,-4%,4%,5%
COc1ccccc1NS(=O)(=O)c1cc(NC(=O)/C=C/c2cccs2)ccc1N1CCOCC1,-8,-1%,3%,1.1,-2,0.9,15%,-11%,4%
Cc1sc2ncnc(NCC(c3ccco3)N3CCCC3)c2c1C (stereo not drawn),32*,-8%,10%,-1.5,-3,-0.6,3%,-2%,-14%
COc1ccc2c(c1)CC(C(=O)NCCCN1CCN(c3ccc(F)cc3)CC1)CO2 (stereo not drawn),.,6%[57.1 µM],1%,2.6,-12,0.3,-4%,-3%,17%[57.1 µM]
O=C1CCCC(=O)C1Sc1ccc(Cl)cc1,23,2%[57.1 µM],0%,7.0,-8,0.8,-5%,-25%,13%[57.1 µM]
COc1cc2cc(C(=O)N/N=C/c3cccc(OC)c3OC)[nH]c2cc1OC,7,0%,-5%,-0.5,-6,-0.7,-3%,-15%,5%
COc1ccccc1C(=O)NC(=O)COC(=O)c1ccc(Cl)cc1[N+](=O)[O-],1,-7%,4%,-0.3,-6,0.4,1%,-2%,3%
c1ccc(-c2nnnc3ccccc23)cc1,5,5%,4%,0.3,-8,-0.4,-3%,-17%,17%
CCc1ccc(C2=C(C)C(N3CCC(C(=O)Nc4ccc(F)cc4)CC3)=NS2(=O)=O)cc1,.,-4%[57.1 µM],.,0.7,-2,0.4,-1%,-24%,6%[57.1 µM]
CCc1ccccc1NC(=O)Cn1nnc(-c2nc(-c3ccc(C)cc3)no2)c1N,.,1%,.,0.6,2,0.2,16%,-20%,27%

# Part of the list above in order of SMILES length, high to low:
SMILES,D2 antagonist,TrxR1 substrate,IDH1 R132H inh,D2 agonist,TRHR enhancer,TRHR agonist,Pin1 inhibitor,USP1-UAF1 inh,TrxR1 inh
CCOC(=O)C(CC)Sc1ccc2nnc(CCNS(=O)(=O)c3ccccc3)n2n1 (stereo not drawn),-2,5%[57.1 µM],-1%,0.3,-6,-0.2,-3%,-1%,7%
CCc1c(C)sc2c1CCN(Cc1cccc(OC)c1)C2c1ccccc1 (stereo not drawn),.,2%[57.1 µM],-2%,0.2,-1,-0.6,?,-13%,5%[57.1 µM]
COCCn1c(SCC(=O)Nc2ccccc2OC)nnc1-c1ccco1,-3,3%,-1%,0.0,4,0.2,-6%,-17%,-10%
C/C(=N\NC(=S)NC1CCCCC1)c1ccc(C)o1,20,-11%,7%,9.1,-5,0.3,-3%,-27%,-18%

# Only part of the results is shown (hit frequency here may not be typical).
